ELG1 DNA repair: qHTS screen for small molecules that inhibit ELG1-dependent DNA repair in human embryonic kidney (HEK293T) cells expressing luciferase-tagged ELG1. HEK293T ELG1-luciferase reporter, luminescence, 16 h; DNA damage induced by 5-fluorouridine. Potency, µM (top dose mostly 46.1 µM), inactives show top-dose activity change, negative = inhibition, usual class: inhibitors. 330,000 compounds, 2.3% hits. AID 504467, 2011; also: potency is read from the fitted curve at half-maximal effect; % is scaled to controls: 0 for no effect and ±100 for the full control effect; nearly all actives have a fitted effect of over 55% in size
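Overnight (16 hr) co-exposure of 2,000 cells/well to 5-fluorouridine and compound at 37 °C preceded detection. Luciferase was quantified via ONE-Glo luminescence; loss of signal denotes inhibition.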
PTAP TSG101 blk: qHTS Assay for Iinhibitors of HIV-1 Budding by Blocking the Interaction of PTAP/TSG101. Fluorescence polarization, FITC-PTAP peptide / Tsg101 binding. AID 493005, 2010. Potency, µM (doses to about 115 µM), without a hit: top-dose activity change, negative = inhibition, most hits filed as inhibitors. 340,000 tested, under 10 active; active = well fitted inhibition curve with a large enough effect in the main read-out, with a control signal flat, not every such curve was filed as active; inconclusive = small, poorly fitted or top-dose-only effect, or effect the other way, or a change in a side signal; inactive = no such curve, though single readings can be large or run the other way; also: potency is read from the fitted curve at half-maximal effect; % of control where 0% means no effect
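Tsg101 binding domain (10 uM final) was mixed with compound and a FITC-labeled PTAP peptide (50 nM final) in HEPES pH 7.5 buffer with NaCl, Tween 20, EDTA and TCEP; fluorescence polarization was read after 20 min at r.t.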
A-T KAP1 phos: qHTS Assay for Identifying a Potential Treatment of Ataxia-Telangiectasia. AID 485349, 2010. […] A-T fibroblasts, KAP-1 phosphorylation AlphaLISA; neocarzinostatin DNA damage 30 min before lysis. Potency, µM (top dose mostly 57.5 µM), without a hit: at the highest dose activation, usual class: activators. 320,000 compounds, 0.19% hits; also: potency is read from the fitted curve at half-maximal effect; % of control where 0% means no effect; nearly all actives have a fitted effect of over 45% in size
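hTERT-immortalized A-T patient fibroblasts ([…]), 500 cells/well in OPTI-MEM, 1% FBS, got compounds for 60 min, then NCS for 30 min at 37C. Lysates were then assayed for phospho-KAP-1 by AlphaLISA (anti-pKAP1 donor, anti-KAP1 acceptor beads), 6 hr at 25C.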
Mito fusion act: qHTS Assay for Small Molecule Inhibitors of Mitochondrial Division or Activators of Mitochondrial Fusion; S. cerevisiae fusion-defective mutant growth rescue, CellTiterGlo 48 h; 320,000 compounds, 0.23% hits; Potency, µM (top dose mostly 46.1 µM), for the others: top-dose growth rescue (activation), hits mostly activators; AID 485298, 2010;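 also: potency is read from the fitted curve at half-maximal effect; % of control where 0% means no effect; nearly all actives have a fitted effect of over 45% in size; temperature-sensitive fusion mutants such as fzo1-1 at 37 °C on non-fermentable ethanol glycerol medium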
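S. cerevisiae fusion-defective temperature-sensitive mutants (e.g. fzo1-1, mgm1-5) grown 48 h at 37C in YPEG (ethanol/glycerol non-fermentable) medium with 23 nl compound per well; growth rescue read as CellTiterGlo luminescence.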
Tb PFK inh: qHTS Assay to Find Inhibitors of T. brucei phosphofructokinase. ATP-dependent 6-phosphofructokinase (Trypanosoma brucei brucei), O15648. T. brucei PFK, ADP-Glo luminescence. Potency, µM (top dose mostly 57.5 µM), for the others: at the top dose activity, negative = inhibition, hits mostly inhibitors. 330,000 compounds, 0.17% hits;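 also: potency is read from the fitted curve at half-maximal effect; 0% = uninhibited 1x PFK enzyme wells and -100% = no-enzyme wells; nearly all actives have a fitted effect of over 60% in size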
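PFK 1.25 nM, F6P 0.5 mM, ATP 0.1 mM, 0.1 M TEA pH 8.0, 5 mM MgCl2, 0.01% Tween20, 0.1% BSA; 45 min RT. ADP-Glo readout. qHTS titration up to 57 uM; curves fitted, compounds curve-classed.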
Eya2 inh: qHTS Assay for Inhibitors of the Phosphatase Activity of Eya2; Potency, µM (titrated, usually from 76.9 µM), inactives show at the top dose activity, negative = inhibition, most hits filed as inhibitors; recombinant Eya2, OMFP fluorescence dephosphorylation (OMFP is methylfluorescein phosphate); 330,000 compounds, 0.006% hits; also: potency is read from the fitted curve at half-maximal effect; % is scaled to controls: 0 for no effect and ±100 for the full control effect
Target sequence (O00167 whole entry, looked up): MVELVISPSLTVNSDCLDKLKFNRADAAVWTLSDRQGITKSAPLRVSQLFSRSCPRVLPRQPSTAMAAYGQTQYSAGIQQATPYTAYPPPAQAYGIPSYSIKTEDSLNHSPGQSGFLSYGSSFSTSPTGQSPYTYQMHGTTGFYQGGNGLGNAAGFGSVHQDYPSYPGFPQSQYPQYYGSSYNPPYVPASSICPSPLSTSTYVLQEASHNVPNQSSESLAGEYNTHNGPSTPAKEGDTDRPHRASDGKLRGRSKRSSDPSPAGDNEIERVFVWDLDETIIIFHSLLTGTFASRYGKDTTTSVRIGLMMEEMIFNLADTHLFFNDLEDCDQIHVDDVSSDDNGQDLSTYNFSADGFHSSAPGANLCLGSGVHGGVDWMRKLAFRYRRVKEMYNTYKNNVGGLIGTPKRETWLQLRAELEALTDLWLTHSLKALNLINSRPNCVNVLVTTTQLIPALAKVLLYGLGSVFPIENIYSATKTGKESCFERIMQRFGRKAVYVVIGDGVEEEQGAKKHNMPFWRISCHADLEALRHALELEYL
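Eya2 (0.2 uM) preincubated 10 min at ambient with compound, then OMFP substrate added at 50 uM; 10 min reaction in 50 mM HEPES pH 7.5, 50 mM NaCl, 5 uM MgCl2, 0.05% BSA, 1 mM DTT. Fluorescence read at Ex 485/Em 525 nm.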
Integrin act MD: qHTS for Activators of Integrin-Mediated Alleviation for Muscular Dystrophy; Potency, µM (highest dose often 38.3 µM), inactives show top-dose activation, hits mostly activators; alpha7betagal myoblasts, beta-gal FDG fluorescence, 48 h; 350,000 compounds, 0.064% hits; AID 624291, 2012;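 also: potency is read from the fitted curve at half-maximal effect; 100% = response of the positive control SU9516; nearly all actives have a fitted effect of over 60% in size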
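alpha7betagal+/- myoblasts (passage 13, 250/well) treated 48 h at 37C with compounds at 1:260 dilution of DMSO stock. Lysed, then beta-galactosidase activity read as FDG fluorescence (ex 480/em 540) after 30 min, with pre-read for autofluorescence.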
TCR act: Activators of T cell receptors: qHTS campaign | primary human leukocytes, anti-CD3, IL-2 HTRF, 48 h | Potency, µM (doses to about 9.22 µM), without a hit: at the highest dose activation of IL-2 secretion, usual class: activators | 330,000 tested, under 10 active; also: % of control where 0% means no effect
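Activity was scored as IL-2 release from primary human leukocytes given only a TCR signal (a-CD3 beads) plus compound for 48 hr. Detection used a two-antibody HTRF format read at 665nm.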
TSHR antag: Antagonists of the Thyroid Stimulating Hormone Receptor: HTS campaign; TSHR-expressing cells, TSH-stimulated cAMP HTRF, 2 h; stronger effect = lower value; activity change, negative = inhibition, % at 11.5 µM; 330,000 compounds, 0.2% hits; AID 504810, 2011;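 active = activity change below a set negative limit, meaning inhibition stronger than a set level, cut at about -70% in these data; inconclusive = activity change between two set negative limits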; also: % is scaled to controls: 0 for no effect and ±100 for the full control effect
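Inhibition of cAMP made by TSHR-expressing cells under TSH stimulation (4nM final, EC80; 2 h, 37 deg C) is quantified with a one-step lysis HTRF kit, anti-cAMP cryptate versus cAMP-d2.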
S-ASM inh: Inhibitors of Secretory Acid Sphingomyelinase (S-ASM): qHTS; placental ASM, HMU-PC fluorogenic substrate, 60 min; Potency, µM (series often up to 57.5 µM), for inactives: top-dose activity change, negative = inhibition, usual class: inhibitors; 340,000 compounds, 0.006% hits; also: potency is read from the fitted curve at half-maximal effect
Target sequence (P17405 47-631 limits assumed): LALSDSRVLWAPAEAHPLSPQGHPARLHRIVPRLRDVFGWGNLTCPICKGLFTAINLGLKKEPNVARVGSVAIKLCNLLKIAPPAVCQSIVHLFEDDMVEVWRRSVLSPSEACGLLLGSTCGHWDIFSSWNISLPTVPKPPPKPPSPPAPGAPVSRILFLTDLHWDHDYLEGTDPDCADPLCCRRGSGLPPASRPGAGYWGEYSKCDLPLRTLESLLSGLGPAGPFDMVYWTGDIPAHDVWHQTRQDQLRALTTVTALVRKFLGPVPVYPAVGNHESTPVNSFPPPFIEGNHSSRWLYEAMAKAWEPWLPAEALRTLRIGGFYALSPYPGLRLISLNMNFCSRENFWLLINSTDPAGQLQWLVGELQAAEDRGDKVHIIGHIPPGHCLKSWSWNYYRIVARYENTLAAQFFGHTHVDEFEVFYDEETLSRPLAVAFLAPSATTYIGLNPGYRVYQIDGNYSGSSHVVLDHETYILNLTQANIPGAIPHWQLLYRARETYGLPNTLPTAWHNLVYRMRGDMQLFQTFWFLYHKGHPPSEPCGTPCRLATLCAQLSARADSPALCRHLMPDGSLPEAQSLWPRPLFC
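Human placenta-derived ASM preincubated with compound 10 min at room temperature, then reacted with 9 uM (final) fluorogenic HMU-PC substrate for 60 min at 37 C. Stop solution raises pH to 10; fluorescence read at Ex 386/Em 447 nm.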
BCR signal inh: qHTS Assay to Find Inhibitors of Chronic Active B-Cell Receptor Signaling. ABC-DLBCL IkBa-CBG/CBR reporter, luminescence ratio, 4 h. Potency, µM (top dose mostly 46.1 µM), for the others: at the top dose ratio change, negative = lower green/red ratio, hits mostly inhibitors. 340,000 compounds, 0.05% hits. AID 493014, 2011; active = well fitted inhibition curve with a large enough effect in the signal ratio, with a control signal flat, not every such curve was filed as active; inconclusive = small, poorly fitted or top-dose-only effect, or effect the other way, or a change in a side signal; the % refers to the signal ratio;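 also: potency is read from the fitted curve at half-maximal effect; plate controls were basal doxycycline-induced cells for no effect and cells given 10 µM MG132 for full effect; MG132 reads +100%, hits lower the ratio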
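TMD8 human ABC-DLBCL cells with doxycycline-inducible IκBα–green luciferase fusion and unfused red luciferase, in 0.5% FBS medium; compounds up to 46 uM, 4 h at 37C. Green/red luminescence ratio, filter-overlap corrected, fitted to concentration-response curves.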
Numbers without * were called inactive; [ ] = remark or other dose. Unless noted, calls follow the shape of the dose curve; as a rule, active = well fitted curve in the direction sought with a large enough effect; inconclusive = small, poorly fitted or top-dose-only effect, or another doubt; inactive = no such curve, though single readings can be large; an effect the other way counts as inactive or inconclusive. The order is random. Share with any hit: about 3.2%.

Screening O=C(CN1CCc2ccccc21)NC(=O)NC1CCCCC1 returned ELG1 DNA repair -13%, PTAP TSG101 blk -5%, A-T KAP1 phos 7%, Mito fusion act -4%, Tb PFK inh 0%, Eya2 inh 1%, Integrin act MD inconclusive, TCR act 1%, TSHR antag 4, S-ASM inh -2% and BCR signal inh -2%.
Screening Cc1ccc(S(=O)(=O)N(C)c2ccc(NS(C)(=O)=O)cc2)cc1 returned PTAP TSG101 blk -6%, Mito fusion act -1%, Integrin act MD 14%, TCR act 2% and S-ASM inh 2%.
`CC1CN(C2CCCCC2)c2nc3c(c(=O)[nH]c(=O)n3C)n2C1` (centres undefined) gave ELG1 DNA repair 22%, PTAP TSG101 blk -13%, A-T KAP1 phos -6%, Mito fusion act 2%, Tb PFK inh -9%, Eya2 inh 1%, Integrin act MD -13%, TCR act 7%, TSHR antag -12, S-ASM inh 0% and BCR signal inh -10%.
O=C(NCC(=O)N1CCC(N2CCCCC2)CC1)C1CCCCC1 was read as ELG1 DNA repair 26%, PTAP TSG101 blk -3%, A-T KAP1 phos -7%, Mito fusion act 8%, Tb PFK inh 0%, Eya2 inh 3%, Integrin act MD 10%, TCR act 0%, TSHR antag 14, S-ASM inh 3% and BCR signal inh 12%.
O=C(CC1c2ccccc2Oc2ccccc21)Nc1ccccc1F was read as ELG1 DNA repair 10%, PTAP TSG101 blk 0%, A-T KAP1 phos 3%, Mito fusion act 0%, Tb PFK inh 2%, Eya2 inh 0%, Integrin act MD 0%, TCR act 3%[46.1 µM], TSHR antag -9, S-ASM inh 3% and BCR signal inh -5%.
COc1ccc(C(=O)OCC(=O)NCc2ccco2)cc1OC was read as ELG1 DNA repair 2%, PTAP TSG101 blk -1%, A-T KAP1 phos -4%, Mito fusion act -3%, Tb PFK inh inconclusive, Eya2 inh 17%, Integrin act MD -8%, TCR act -1%, TSHR antag 1, S-ASM inh -2% and BCR signal inh inconclusive.
`O=C(COC(=O)c1nc(Cl)ccc1Cl)c1ccc(Cl)s1` gave ELG1 DNA repair 18%, PTAP TSG101 blk -3%, A-T KAP1 phos 5%, Mito fusion act 3%, Tb PFK inh -1%, Eya2 inh -1%, Integrin act MD 13%, TCR act 9%[46.1 µM], TSHR antag 24, S-ASM inh -4% and BCR signal inh -18%.
OCc1cn(-c2ccccc2)nc1-c1cccnc1 was read as ELG1 DNA repair 16%, PTAP TSG101 blk -11%, A-T KAP1 phos -5%, Mito fusion act -2%, Tb PFK inh 1%, Eya2 inh -2%, Integrin act MD -7%, TCR act -43%, TSHR antag 9, S-ASM inh 2% and BCR signal inh 9%.
`NS(=O)(=O)c1ccc(CCNC(=O)COC(=O)/C=C/c2cc(Br)ccc2F)cc1` gave ELG1 DNA repair -8%, PTAP TSG101 blk -3%, A-T KAP1 phos 0%, Tb PFK inh -1%, Eya2 inh 1%, Integrin act MD 28%, TCR act 1%, TSHR antag -15, S-ASM inh -7% and BCR signal inh 0%.
COc1ccccc1NC(=O)Cn1nnc(C(=O)Nc2ccccc2)c1N was read as ELG1 DNA repair 25%, PTAP TSG101 blk -1%, A-T KAP1 phos -6%, Mito fusion act -1%, Tb PFK inh -2%, Eya2 inh 14%, Integrin act MD 23%, TCR act -1%, TSHR antag 1, S-ASM inh -1% and BCR signal inh 15%.
O=C1Nc2ccccc2S/C1=C/NCc1ccccc1Cl was read as ELG1 DNA repair -8%, PTAP TSG101 blk -2%, A-T KAP1 phos -1%, Mito fusion act -7%, Tb PFK inh -6%, Eya2 inh 6%, Integrin act MD 12%, TCR act 0%, TSHR antag 0, S-ASM inh -1% and BCR signal inh inconclusive.
For O=C(NC12CC3CC(CC(C3)C1)C2)C1CC(=O)N(c2ccc(Br)cc2)C1 (centres undefined) the results were ELG1 DNA repair inconclusive, PTAP TSG101 blk -1%, Mito fusion act -1%, Tb PFK inh 0%, Eya2 inh -12%, Integrin act MD -17%, TCR act -2%, TSHR antag 3, S-ASM inh 1% and BCR signal inh -1%.
For COc1ccc(Nc2nc(C)cc(C)c2C(N)=O)c(OC)c1 the results were ELG1 DNA repair inconclusive, PTAP TSG101 blk -10%, A-T KAP1 phos -2%, Mito fusion act 3%, Tb PFK inh -2%, Eya2 inh 12%, Integrin act MD 14%, TCR act 5%, TSHR antag 1, S-ASM inh 2% and BCR signal inh -5%.
O=C(COC(=O)Cc1ccc(S(=O)(=O)N2CCOCC2)s1)NCc1ccc(Cl)cc1 was read as ELG1 DNA repair -9%, PTAP TSG101 blk -10%, A-T KAP1 phos -4%, Mito fusion act -6%, Tb PFK inh -8%, Eya2 inh -12%, Integrin act MD 12%, TCR act 4%, TSHR antag -8, S-ASM inh -1% and BCR signal inh inconclusive.
Screening O=S1(=O)N=C(N2CCCC2)c2ccccc21 returned ELG1 DNA repair -16%, PTAP TSG101 blk -3%, A-T KAP1 phos -2%, Mito fusion act 3%, Tb PFK inh 0%, Eya2 inh -14%, Integrin act MD 6%, TCR act 8%, TSHR antag 1, S-ASM inh 0% and BCR signal inh -1%.
For Cc1ccc(C(=O)/C=C/Nc2cccc([N+](=O)[O-])c2)o1 the results were ELG1 DNA repair inconclusive, PTAP TSG101 blk 0%, A-T KAP1 phos -5%, Mito fusion act -5%, Tb PFK inh -4%, Eya2 inh -4%, Integrin act MD 12%, TCR act 1%[46.1 µM], TSHR antag -2, S-ASM inh -4% and BCR signal inh inconclusive.
Cc1ccc(N2C(=O)C3C4C=CC(CNC(=S)Nc5ccc(F)cc5)(O4)C3C2=O)cc1 (centres undefined) was read as ELG1 DNA repair -5%, PTAP TSG101 blk -3%, A-T KAP1 phos 17%, Mito fusion act 1%, Tb PFK inh 0%, Eya2 inh -6%, Integrin act MD -9%, TCR act -2%[46.1 µM], TSHR antag 28, S-ASM inh 0% and BCR signal inh -11%.
Screening CC(C)(C)OC(=O)CNC(=O)c1[nH]cnc1C(=O)NCC(=O)OCc1ccccc1 returned ELG1 DNA repair inconclusive, PTAP TSG101 blk -2%, A-T KAP1 phos 2%, Mito fusion act 1%, Tb PFK inh 5%, Eya2 inh -2%, Integrin act MD 7%, TCR act 4%, TSHR antag -2, S-ASM inh 0% and BCR signal inh 3%.
For COc1ccc(CCNS(=O)(=O)c2ccc(Cl)s2)cc1OC the results were ELG1 DNA repair -2%, PTAP TSG101 blk -11%, A-T KAP1 phos -1%, Mito fusion act -1%, Tb PFK inh -3%, Eya2 inh 5%, Integrin act MD 1%, TCR act 4%, TSHR antag 34, S-ASM inh 2% and BCR signal inh 1%.
Screening O=C(O)c1ccc2oc(SCC(=O)N3CCCCC3)nc2c1 returned ELG1 DNA repair inconclusive, PTAP TSG101 blk -3%, A-T KAP1 phos -6%, Mito fusion act -5%, Tb PFK inh -2%, Eya2 inh -24%, Integrin act MD 23%, TCR act 3%, TSHR antag -2, S-ASM inh 6% and BCR signal inh -10%.
For COC(=O)c1nn(-c2ccc(OC)cc2)c(=O)c2c(N)sc(C)c12 the results were ELG1 DNA repair 20%, PTAP TSG101 blk -6%, A-T KAP1 phos 13%, Tb PFK inh -4%, Eya2 inh 3%, Integrin act MD -15%, TCR act 1%[46.1 µM], TSHR antag -1, S-ASM inh -9% and BCR signal inh 2%.

Source: PubChem BioAssay (National Center for Advancing Translational Sciences (NCATS))
